From PubChem BioAssay
TrxR1 substrate = is turned over as a substrate by rat TrxR1; O89049; purified TrxR1 substrate turnover, NADPH consumption readout; Potency, µM (series often up to 114 µM), for inactives: top-dose activity change, negative = substrate turnover; 390,000 compounds, 0.01% hits; AID 588456; further: potency means the concentration at half of the fitted maximal effect; on the % scale 0 is the no-effect control and ±100 the full control effect; nearly all actives have a fitted effect of over 50% in size
Target sequence (O89049 whole entry, looked up): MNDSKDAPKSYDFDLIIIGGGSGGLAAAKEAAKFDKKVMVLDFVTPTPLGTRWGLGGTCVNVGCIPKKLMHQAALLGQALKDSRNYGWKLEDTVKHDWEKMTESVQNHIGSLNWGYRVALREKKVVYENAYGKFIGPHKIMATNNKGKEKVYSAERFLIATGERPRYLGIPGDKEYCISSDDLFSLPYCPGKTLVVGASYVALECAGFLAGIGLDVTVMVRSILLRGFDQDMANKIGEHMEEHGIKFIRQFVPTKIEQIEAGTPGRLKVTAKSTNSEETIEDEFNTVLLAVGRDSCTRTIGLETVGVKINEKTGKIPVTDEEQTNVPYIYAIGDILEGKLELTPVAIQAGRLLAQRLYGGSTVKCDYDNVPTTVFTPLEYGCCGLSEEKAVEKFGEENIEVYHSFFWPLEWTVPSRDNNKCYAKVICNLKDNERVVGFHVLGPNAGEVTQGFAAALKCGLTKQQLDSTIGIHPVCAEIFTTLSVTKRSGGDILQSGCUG
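Rat TrxR1, dispensed at 90 nM, was prereduced with 400 uM NADPH (final) for 5 min at ~22 deg C, then incubated with compound 15 min before 400 uM selenite. A first-read NADPH fluorescence drop versus no-compound background flagged substrates.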
Glioma ERSR ind = inducers of ER stress response in human glioma cells | U87-MG GRP78 promoter luciferase reporter, 16 h | Potency, µM, inactives show at the highest dose activation, most hits filed as activators | 420,000 compounds, 0.02% hits | AID 602332; further: potency means the concentration at half of the fitted maximal effect; series mostly up to about 76 µM; % of control where 0% means no effect; nearly all actives have a fitted effect of over 35% in size
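Stably transfected U87-MG glioma cells carrying a GRP78-based luciferase sensor; 16 h compound incubation. Luminescence end-point read 10 min after Bright-Glo addition at room temperature.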
PI4K2A block = PI4K2A (human) kinase inhibition; Q9BTU6; purified PI4K2A, ADP-Glo luminescence, 1 h; stronger effect = lower value; activity change, negative = inhibition, % at 76.9 µM; 420,000 compounds, 0.13% hits; AID 1346378; in the data active means activity change below about -50%; inconclusive means mostly about -30% to -49%;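 further: -100% = wells without enzyme as full effect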
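In this quantitative HTS, ADP production by PI4K2A was quantified luminescently after 1 h at ambient temperature; 100 microM adenosine served as plate-quality control.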
Vif-APOBEC3F blk = blocks the Vif interaction with APOBEC3F; HeLa A3F-eYFP + Vif (tagged APOBEC3F with the HIV-1 protein that degrades it), YFP fluorescence increase; Potency, µM (doses to about 46.1 µM), for inactives: at the top dose activity, negative = active; 390,000 compounds, 0.2% hits; further: potency means the concentration at half of the fitted maximal effect; % of control where 0% means no effect; nearly all actives have a fitted effect of over 65% in size
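HeLa cells stably expressing Vif plus C-terminally eYFP-tagged A3F were seeded, incubated overnight at 37 deg C, dosed with compound, incubated overnight again at 37 deg C. Yellow fluorescence (Ex 488/Em 500-530) reported blocked Vif-mediated A3F-eYFP degradation.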
USP1 inh = inhibitors of human USP1/UAF1 deubiquitinase. recombinant USP1/UAF1, Ub-Rhodamine cleavage fluorescence. 390,000 compounds, 0.23% hits. Potency, µM (doses to about 57.1 µM), for inactives: at the top dose activity change, negative = inhibition, hits mostly inhibitors. O94782; further: potency means the concentration at half of the fitted maximal effect; on the % scale 0 is the no-effect control and ±100 the full control effect; nearly all actives have a fitted effect of over 60% in size; inactives centre near -12
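USP1/UAF1 complex (1 nM) preincubated 15 min at room temperature with compound, then Ub-Rho substrate (150 nM final) added. Kinetic fluorescence at 480/540 nm over 6 reads at 60 s intervals; 50 mM HEPES pH 7.8, 0.5 mM EDTA, 0.1 mg/ml BSA, 1 mM TCEP, 0.01% Tween-20.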
LDHA inh = LDHA (human) enzyme inhibition. 480,000 compounds, 0.15% hits. purified LDHA, NADH/diaphorase-resazurin fluorescence; stronger effect = lower value. P00338. activity change, % (values are at about 110 or 230 µM); in the data active means activity change below about -30%; inconclusive means mostly about -25% to -30%;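 further: plate controls were DMSO wells for no effect and wells without enzyme for full effect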
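Human LDH5 (2 nM) was incubated with 0.06 mM NADH and 0.2 mM pyruvate for 5 min at room temperature in Tris pH 7.4. Remaining NADH was coupled through diaphorase/resazurin, and resorufin fluorescence was read at 0 and 20 min.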
IDH1 R132H inh = human IDH1 R132H inhibition; O75874; IDH1-R132H enzyme, NADPH consumption, diaphorase/resazurin fluorescence; Potency, µM (series often up to 76.6 µM), for inactives: top-dose activity change, negative = inhibition, hits mostly inhibitors; 390,000 compounds, 0.093% hits; AID 602179; further: potency means the concentration at half of the fitted maximal effect; on the % scale 0 is the no-effect control and ±100 the full control effect; nearly all actives have a fitted effect of over 65% in size
Target sequence (O75874 whole entry R132H, stated change not applied): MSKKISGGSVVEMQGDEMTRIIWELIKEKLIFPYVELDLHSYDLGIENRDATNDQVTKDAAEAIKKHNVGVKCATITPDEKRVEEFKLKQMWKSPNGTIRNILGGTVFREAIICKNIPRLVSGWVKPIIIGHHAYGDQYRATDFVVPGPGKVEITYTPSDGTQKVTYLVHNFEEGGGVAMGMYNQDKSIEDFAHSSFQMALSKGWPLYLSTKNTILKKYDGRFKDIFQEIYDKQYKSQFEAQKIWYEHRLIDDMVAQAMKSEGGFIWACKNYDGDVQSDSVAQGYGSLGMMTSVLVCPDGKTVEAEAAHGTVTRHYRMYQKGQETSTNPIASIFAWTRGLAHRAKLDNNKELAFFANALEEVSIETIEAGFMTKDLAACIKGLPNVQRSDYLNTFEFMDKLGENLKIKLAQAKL
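IDH1-R132H (0.5 ug/mL) preincubated 30 min with compound, then NADPH (0.016 mM) and alpha-KG (2 mM) added; 80 min at RT, pH 7.5. Remaining NADPH coupled via diaphorase/resazurin to fluorescence (540/590 nm); concentration-response curves normalized to no-enzyme control.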
Vif-A3G inh = Vif-A3G binding inhibition; Q9HC16; Potency, µM (series often up to 46.1 µM), inactives show at the top dose activity, negative = active, usual class: inhibitors; 410,000 compounds, 0.076% hits; HeLa A3G-eYFP + Vif (tagged APOBEC3G with the HIV-1 protein that degrades it), YFP fluorescence, overnight;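 further: potency means the concentration at half of the fitted maximal effect; on the % scale 0 is the no-effect control and ±100 the full control effect; nearly all actives have a fitted effect of over 60% in size; hits raise eYFP signal because A3G escapes Vif-driven loss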
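Read-out is eYFP fluorescence (Ex 488/Em 500-530) from Vif-expressing HeLa A3G-eYFP cells; more signal means A3G escaped Vif-mediated degradation. Cells plated overnight, compound pinned in, incubated overnight at 37 deg C.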
RXFP1 ag = activates the human relaxin receptor RXFP1; Q9HBX9; HEK293T-RXFP1 cAMP TR-FRET, 30 min; response scale: percent of porcine relaxin response, buffer zero; Potency, µM (doses to about 57.5 µM), without a hit: top-dose activation, hits mostly activators; 370,000 compounds, 0.3% hits; AID 2676; further: potency means the concentration at half of the fitted maximal effect; on the % scale 0 is the no-effect control and ±100 the full control effect; nearly all actives have a fitted effect of over 60% in size; many of its hits are not listed in these tables
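HEK293T cells stably expressing RXFP1 were pretreated with the PDE4 inhibitor Ro 20174, exposed to compounds for 30 min at 37C, lysed, and cAMP was read by TR-FRET. Data normalized to buffer (basal) and 29 nM porcine relaxin (100%).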
Active calls of the source: *; ? = inconclusive; . = not tested or not shown; & = joins results of further samples; [ ] = dose if it differs, or a comment. Unless noted, the call rests on the fitted dose curve; in most records, active means well fitted curve in the direction sought with a large enough effect; inconclusive means small, poorly fitted or top-dose-only effect, or another doubt; inactive means no such curve, though single readings can be large; an effect the other way counts as inactive or inconclusive. A portion of the library; count on the stated rates, not on these rows.

SMILES	TrxR1 substrate	Glioma ERSR ind	PI4K2A block	Vif-APOBEC3F blk	USP1 inh	LDHA inh	IDH1 R132H inh	Vif-A3G inh	RXFP1 ag
COc1cc(OC)c(NC(=O)c2ccc(-n3cnc4cccnc43)cc2)cc1Cl	1%	-2%	-7	4%	-8%	-2	0%	-2%	0.0%
Cc1cc(C)c(C)c(S(=O)(=O)NCCCn2ccnc2)c1C	5%	-2%	0	-19%	-24%	-1	15%	-7%	-2.9%
Cc1cc(Cl)ccc1OCCCC(=O)OCC(N)=O	8%[57.1 µM]	-8%	2	-28%	-9%	-18	18%	1%	0.7%
CCOc1ccccc1NC(=O)N(C)CCc1c(C)nn(CC)c1C	-4%[57.1 µM]	1%	5	1%	3%	-5	5%	5%	-2.2%
O=S(=O)(c1ccccc1)c1cnn2c(C(F)(F)F)cc(-c3ccc(F)cc3)nc12	167%[activator]	-5%	2	7%	1%	-15	5%	3%	?
O=C(OCc1cccc(C(F)(F)F)c1)c1cc([N+](=O)[O-])ccc1N1CCOCC1	-8%	-7%	5	-5%	-18%	1	9%	-4%	1.3%
CCNC(=O)CC1C(=O)N(c2ccccc2)C(=O)N1CCc1ccc(OC)cc1 (configuration not stated)	3%[57.1 µM]	-4%	-1	-5%	6%	-3	-1%	0%	1.6%
O=c1[nH][nH]c(=O)n1-c1ccccc1	3%	-1%	2	12%	-15%	-2	-1%	-9%	0.7%
CCC(=O)N(Cc1cc2c(C)cc(C)cc2[nH]c1=O)C1CCCCC1	1%	-5%	-3	-2%	-10%	-5	5%	-2%	2.0%
CCN(CC)C(=O)CSc1ccccc1N	-1%	-1%	6	1%	-18%	-5	1%	1%	0.8%
O=C(NCC(c1ccc(Cl)cc1)N1CCCCC1)c1ccccc1F (configuration not stated)	-6%	-3%	-1	1%	-11%	0	0%	-1%	6.5%
Cc1cccc(C(=O)Nc2nnc(-c3ccncc3)o2)c1	-11%	-1%	-6	-10%	-27%	2	-12%	1%	-0.4%
COc1ccc(-n2c(=O)c(CCC(=O)N(C)Cc3cccs3)nc3ccccc32)cc1	-6%	-4%	-2	5%	-12%	-6	-1%	-1%	5.5%
CCOc1ccc(C(C)=O)cc1CN1c2ccc(S(N)(=O)=O)cc2CC1C (configuration not stated)	1%	-1%	-3	2%	-21%	-4	-9%	1%	3.9%
COC(=O)c1c(C)[nH]c(O)c1C=Nc1ccc(C(C)C)cc1	-7%	7%	6	9%	-9%	4	-2%	2%	0.6%
CCOc1ccc(-c2cc(CCCC(=O)NCc3cccnc3)no2)cc1	5%[57.1 µM]	1%	-1	4%	-18%	-5	0%	6%	0.4%
CCc1ccccc1NC(=O)CN1CCN(CC(=O)Nc2ccc3c(c2)OC2(CCCCC2)O3)CC1	-14%	-4%	-3	-6%	2%	7	-5%	5%	.
C/C(=N\N=C\c1ccccc1)c1nnn(-c2nonc2N)c1C	-7%	4%	3	0%	-8%	-12	3%	6%	0.9%
COc1ccc(OCC(=O)N2CC3(C)CC2CC(C)(C)C3)cc1 (configuration not stated)	-13%	-3%	-2	.	-5%	-3	0%	-7%	0.0%
COc1ccc(NC(=O)Cn2nnc3sc4c(c3c2=O)CCCC4)cc1	0%	-2%	1	0%	-1%	-3	-8%	-4%	4.3%
CC(=C/c1ccco1)/C=N/NC(=O)CSc1nnc(SCc2ccc(C)cc2)s1	11%[57.1 µM]	-10%	-9	2%	-29%	1	3%	-2%	1.8%
COc1cc(C(=S)N2CCOCC2)cc(Br)c1OS(=O)(=O)c1ccccc1	6%	1%	4	-4%	-22%	-4	-1%	-1%	-2.3%
O=C1C=C(O)C(n2cncn2)C(c2cc(F)ccc2F)C1 (configuration not stated)	6%	-3%	3	3%	1%	0	1%	5%	1.0%
COc1ccc(CNC(=O)c2c([S-])n(-c3ccc(C)cc3)c3cccc[n+]23)cc1	6%[57.1 µM]	2%	-6	-16%	-9%	-4	11%	-2%	13%
O=C(N1CCOCC1)n1nnc2ccccc21	-5%	-3%	0	-8%	-21%	1	21%	0%	0.6%
CC(=O)c1cccc(NC(=O)N2CCCC2C(=O)NCCc2ccccc2)c1 (configuration not stated)	4%	-4%	-4	5%	-11%	-7	3%	0%	0.2%
O=c1cc(-c2ccccc2)nc(Cc2c(Cl)cccc2Cl)[nH]1	4%	-4%	9	-2%	-21%	-5	0%	-2%	0.6%
CCn1c2ccccc2c2cc(NC(=O)CSc3nnc(-c4ccccc4)o3)ccc21	1%	4%	8	4%	-11%	-9	5%	-3%	2.2%
COc1ccc(CCNC(=O)CSc2ncnc3c2oc2ccccc23)cc1OC	2%[57.1 µM]	1%	-4	-8%	7%	-8	3%	-5%	13%
CCc1ccc(CNC(=O)CCc2nnc(CCc3ccc(OC)cc3)o2)nc1	6%	-3%	0	0%	-6%	-1	-1%	1%	2.2%
CN(Cc1cnc2nc(N)nc(N)c2n1)c1ccc(C(=O)N[C@@H](CCC(=O)O)C(=O)O)cc1	118%[activator][57.1 µM]	-4%&-3%&3%&-4%&-3%&-2%&6%	-5&-2&13&-12	1%&-4%	-35%&1%	-1&-7&-2	10%&-11%	1%&-7%&-1%	.
COc1ccc(OC)c(C2CC(c3c(-c4ccccc4)c4cc(Cl)ccc4[nH]c3=O)=NN2S(C)(=O)=O)c1 (configuration not stated)	21%	-5%	-7	-6%	-9%	-11	-3%	-1%	-2.1%
O=C(CCS(=O)(=O)c1ccc(Cl)cc1)Nc1nnc(-c2cccs2)o1	4%[57.1 µM]	12%	-1	-4%	-19%	2	-7%	-23%	0.2%
Cc1ccc(-n2cc3c(=O)n(C)c(=O)n(C)c3c2)cc1C	8%[57.1 µM]	4%	3	0%	-19%	11	4%	-7%	1.8%
O=C(O)CC12CC3CC(C1)CC(n1cncn1)(C3)C2	11%[57.1 µM]	-3%	10	-7%	-9%	-5	2%	-4%	2.3%
COc1ccc(C2CC(=O)C3=C(C2)Nc2ncnn2C3c2ccccc2)cc1 (configuration not stated)	8%[57.1 µM]	-1%	-3	2%	-23%	2	-1%	-4%	2.0%
COc1ccc(NC(=O)Cn2nnc(-c3ccccc3)c2COc2ccc(C(C)=O)cc2)cn1	.	-3%	5	.	.	-11	.	1%	.
CCc1noc2nc(C)n(CC(=O)O)c(=O)c12	-6%	-4%	-2	-3%	?	-1	-6%	0%	3.3%
CC1(C)ON=C(c2ccc(C(F)(F)F)cc2)NC1=O	.	2%	-2	.	.	0	.	-3%	.
O=C(CSc1nnc(-c2ccc(S(=O)(=O)N3CCCC3)cc2)o1)NCc1ccco1	0%	-1%	-13	-5%	-9%	-11	6%	-19%	0.8%
Cc1cc(NC(=O)COc2ccccc2C)no1	4%	2%	-1	3%	-23%	-6	5%	0%	-0.7%
Cc1c(CC(=O)O)c(=O)oc2cc(OCc3ccc(F)cc3F)ccc12	330%[activator]	10%	3	0%	-25%	-3	-6%	-1%	11%
Cc1ccc(C(=O)OCC(=O)NCCN2C(=O)CSC2=O)cc1	7%	-4%	-1	-30%	-12%	-7	7%	5%	0.5%
CC(=O)c1cnc(Nc2ccc(C)cc2)s1	-12%	0%	1	0%	-11%	-5	23%	-1%	3.9%
CCC(C)NCCOCCSc1ccc(Cl)cc1 (configuration not stated)	-4%	-5%	12	-3%	-6%	-10	15%	0%	1.7%
CC(=O)Nc1ccc(NC(=O)c2cc([N+](=O)[O-])cc([N+](=O)[O-])c2)cc1	3%	-4%	0	7%	-20%	-1	14%	-9%	-0.7%
COc1ccc(C(=O)N(c2ccc(C)cc2)C2C=CS(=O)(=O)C2)cc1OC (configuration not stated)	7%	-2%	1	9%	-25%	0	-5%	-11%	0.9%
C#CCOCCOCCOCCNc1nc(N2CCN(C(=O)CCCCCCCCCCNC(=O)[C@H](CCCCN)n3cc(CCO)nn3)CC2)nc(N2CCN(C(=O)CCCCCCCCCCNC(=O)[C@@H]([C@H](C)O)n3cc(C)nn3)CC2)n1	6%	-2%	-4	0%	?	0	16%	-22%	0.1%
CCOC(=O)N1CCN(Cc2nc3cc(NC(=O)C(C)C)ccc3n2C(C)C)CC1	-5%	-2%	-5	-4%	14%	5	2%	?	0.5%
Cc1nnc2c(N3CCN(C(=O)c4ccco4)CC3)nc3ccccc3n12	1%	1%	-5	-17%	-26%	-2	6%	0%	18%
Cc1ccc(NC(=O)COC(=O)C2CCN(c3ccc(C(F)(F)F)cn3)CC2)cc1	-4%	-3%	2	-9%	-24%	0	-2%	-1%	2.2%
CCOC(=O)C1CCCN(C(=O)c2ccc(CNS(=O)(=O)c3ccc(C)cc3)cc2)C1 (configuration not stated)	1%	-4%	-15	-6%	-19%	-1	8%	2%	-1.3%

Some of these compounds in order of the TrxR1 substrate value, rising.
Compound,TrxR1 substrate,Glioma ERSR ind,PI4K2A block,USP1 inh,LDHA inh,Vif-A3G inh
CCOC(=O)N1CCN(Cc2nc3cc(NC(=O)C(C)C)ccc3n2C(C)C)CC1,-5%,-2%,-5,14%,5,?
Cc1ccc(NC(=O)COC(=O)C2CCN(c3ccc(C(F)(F)F)cn3)CC2)cc1,-4%,-3%,2,-24%,0,-1%
Cc1nnc2c(N3CCN(C(=O)c4ccco4)CC3)nc3ccccc3n12,1%,1%,-5,-26%,-2,0%
